NR1D1 modulator: modulates human Rev-erb alpha binding to DNA; P20393; Rev-erbα–FITC-DNA binding, fluorescence polarization, 90 min; activity, % at 10 µM; actives 0.79% (n = 370,000);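 active = activity above about 14%, limit read from the data; passing the limit was not always enough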;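 note: 0% = DMSO wells with 35 nM protein and 100% = DMSO wells with 750 nM protein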
PLC-gamma1 inh: blocks human PLC-gamma1 enzyme activity; purified PLC-gamma1, fluorogenic substrate, fluorescence; inhibition, % at 12.2 µM; actives 0.84% (n = 370,000); in the data active = inhibition above about 9.5%
Tn6 DDE FP: inhibitors of Tn6 peptide binding to human fibrin DD(E); actives 0.21% (n = 370,000); P02675; inhibition, % at 8.3 µM; Fibrin DD(E) TRITC-Tn6 fluorescence polarization displacement; AID 720509;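 active = inhibition above a per-campaign cutoff: mean of compounds within control limits plus 3 SD, cut at about 15% in these data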;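 note: 0% = median of all compound wells on the plate and 100% = blocking peptide control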
PLCb3 inh: inhibitors of human phospholipase C beta3; actives 0.18% (n = 370,000); Q01970; inhibition, % at 12.2 µM; Purified PLC-beta3, fluorogenic substrate, fluorescence; in the data active = inhibition above about 11%;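 note: 0% = median of compound wells on plate and 100% = full blocker control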
ARFGAP1 inhibitor: inhibitors of rat ARFGAP1. Q62848. Arfgap1-stimulated ARF1 GTP hydrolysis, GDP FP detection. inhibition, % at 16.5 µM. actives 0.26% (n = 360,000);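 active = inhibition above a per-plate limit, mean inhibition of low control wells plus 3 SD, cut at about 25% in these data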;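 note: 0% = DMSO wells with enzyme and 100% = wells lacking Arfgap1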
Target sequence (Q62848 1-136 limits assumed): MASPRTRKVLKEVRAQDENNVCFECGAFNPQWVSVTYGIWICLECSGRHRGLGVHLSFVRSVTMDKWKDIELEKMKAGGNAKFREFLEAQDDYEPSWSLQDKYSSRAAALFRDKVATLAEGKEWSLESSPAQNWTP
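Assay system: purified rat His6-Arfgap1 residues 1-136 (GAP domain); Reagent: human Δ17 ARF1 bound to GTP; Dosing: 16.5 µM single point, 1.26% DMSO; Times: GTP hydrolysis reaction 2 h at 25 °C; Signal: FP, GDP Alexa 633 tracer displaced from anti-GDP antibody, 620/688 nm; Measure: % inhibition from polarization.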
UHRF1 binding: UHRF1 methyl-DNA binding inhibition | Q96T88 | UHRF1 binding to methylated oligo, TR-FRET | inhibition, % at 4.4 µM | actives 0.75% (n = 370,000); in the data active = inhibition above about 21%;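 note: UHRF1 SRA domain binding a hemimethylated CpG hairpin DNA probe; 0% = median of test compound wells and 100% = reference inhibitor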
Target sequence (Q96T88 whole entry, looked up, the tested form may be a part): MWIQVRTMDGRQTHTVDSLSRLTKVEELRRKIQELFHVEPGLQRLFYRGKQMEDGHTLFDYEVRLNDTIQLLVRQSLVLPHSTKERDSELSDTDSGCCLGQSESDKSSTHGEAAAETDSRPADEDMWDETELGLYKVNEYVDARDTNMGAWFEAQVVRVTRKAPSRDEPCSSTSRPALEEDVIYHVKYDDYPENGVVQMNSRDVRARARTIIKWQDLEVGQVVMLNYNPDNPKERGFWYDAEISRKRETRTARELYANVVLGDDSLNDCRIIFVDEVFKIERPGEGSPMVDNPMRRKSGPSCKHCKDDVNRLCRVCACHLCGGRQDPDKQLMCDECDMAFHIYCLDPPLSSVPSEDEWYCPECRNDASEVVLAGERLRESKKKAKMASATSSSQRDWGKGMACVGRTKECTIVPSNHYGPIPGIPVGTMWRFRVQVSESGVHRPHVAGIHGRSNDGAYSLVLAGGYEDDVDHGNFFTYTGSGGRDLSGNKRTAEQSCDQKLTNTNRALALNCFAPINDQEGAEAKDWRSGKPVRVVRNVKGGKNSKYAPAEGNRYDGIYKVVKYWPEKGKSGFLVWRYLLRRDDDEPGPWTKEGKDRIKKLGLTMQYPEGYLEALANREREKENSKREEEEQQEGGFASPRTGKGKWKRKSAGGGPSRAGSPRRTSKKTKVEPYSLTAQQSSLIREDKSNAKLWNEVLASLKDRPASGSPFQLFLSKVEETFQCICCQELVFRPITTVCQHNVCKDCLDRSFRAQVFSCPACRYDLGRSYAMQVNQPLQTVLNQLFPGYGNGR
sPLA2-III inh: Inhibits HGIII-sPLA2 liposome hydrolysis, primary screen; Q9NZ20; QFRET BODIPY PC-A2 liposome hydrolysis, fluorescence; inhibition, % at 12.2 µM; actives 0.56% (n = 370,000); AID 743126;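 active = inhibition above mean plus 3 SD of compounds lying within the high and low control bounds, cut at about 19% in these data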;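 note: 0% = median of test compound wells and 100% = no enzyme DMSO wells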
Tn7 DDE FP: DD(E)-Tn7 binding inhibition, primary FP screen; FP displacement of FITC-Tn7 peptide from fibrin DD(E); 0% = median of compound wells per plate; inhibition, % at 8.3 µM; actives 0.13% (n = 370,000);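 active = inhibition above the mean of compounds falling within the control limits plus 3 SD of them, cut at about 14% in these data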;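 note: 0% = plate median of compound wells and 100% = 10 µM Aha-Tn7 peptide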
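System: human fibrin DD(E); quantity: Fibrin-DD(E) at 2 µM final; also added: fluorescent Tn7 probe at 0.1 µM; compound dosing: single nominal test concentration of 8.3 µM per compound; schedule: 10 min preincubation, 3 h with tracer, room temperature; detection: fluorescence polarization of the labelled Tn7 tracer; repeats: one replicate per compound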
ASAP1 GAP inh: inhibitors of human ASAP1 ArfGAP activity; Q9ULH1; actives 0.19% (n = 360,000); AID 624377; inhibition, % at 16.5 µM; ASAP1-stimulated ARF1 GTP hydrolysis, GDP FP detection; in the data active = inhibition above about 25%;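 note: 0% = vehicle with enzyme and substrate and 100% = no enzyme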
KLK7 zymogen act: activates the human kallikrein-7 zymogen. P49862. activation, % at 7 µM. actives 0.9% (n = 370,000). purified proKLK7, EDANS-DABCYL substrate fluorescence; 100% is mature enzyme control, 0% vehicle;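 active = activation above the mean of all tested compounds plus 3 SD, computed per campaign excluding outliers beyond control limits, cut at about 13% in these data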
The depositor's hits bear a star.

Start of the data: the first eleven records as a preview:
SMILES	NR1D1 modulator	PLC-gamma1 inh	Tn6 DDE FP	PLCb3 inh	ARFGAP1 inhibitor	UHRF1 binding	sPLA2-III inh	Tn7 DDE FP	ASAP1 GAP inh	KLK7 zymogen act
O=C(Cn1cnc2c(nnn2-c2cccc(F)c2)c1=O)Nc1ccc2c(c1)OCCO2	0	5	-9	-6	2	3	1	7	1	0.1
CC(c1cccs1)N(Cc1ccco1)C(=S)Nc1ccccc1Cl (stereo unspecified)	-3	-1	8	-10	-11	-2	-3	8	3	0.3
CCC(O)(CC)C(=O)NN(C(=O)Nc1csc2c1CCCC2)c1ccccc1	1	-5	-4	-5	-4	1	2	6	5	-0.6
O=C(NCCc1c[nH]c2ccccc12)C(=O)NCC1OCCCN1S(=O)(=O)c1ccc(F)cc1 (stereo unspecified)	-1	1	-1	1	7	3	-82	1	-7	0.4
COc1cc2c(cc1OC)C1=CC(=O)C(=O)N1C(C)(C)C2	-9	-95	-4	-118	0	1	-7	0	2	7.5
COc1cc(C(=S)N2CCOCC2)cc(OC)c1OC(=O)c1ccc(C)cc1	-3	7	-12	-3	-9	1	6	-6	8	0.5
CNCCCOc1ccc(C)cc1OC	-4	0	2	2	-5	-2	2	-3	9	-0.1
CCOc1ccc(-c2ccc(SCC(=O)Nc3nnc(CC)s3)nn2)cc1	-5	2	6	-8	0	6	-2	2	0	0.0
CCNC(=O)CSc1nc2cc(S(=O)(=O)Nc3ccc(OC)cc3)ccc2o1	-4	0	-4	-5	-1	-1	-8	3	8	0.2
COc1ccc(-n2c(SC)nnc2-c2c[nH]c3ccccc23)cc1	-2	1	2	3	2	1	-4	5	-8	-0.1
COc1ccc(/C=C/C(=O)Nc2ccc(OC)cc2[N+](=O)[O-])cc1	1	4	-5	3	-5	0	3	2	0	0.4

This part in full, from the first entry:
SMILES	NR1D1 modulator	PLC-gamma1 inh	Tn6 DDE FP	PLCb3 inh	ARFGAP1 inhibitor	UHRF1 binding	sPLA2-III inh	Tn7 DDE FP	ASAP1 GAP inh	KLK7 zymogen act
O=C(Cn1cnc2c(nnn2-c2cccc(F)c2)c1=O)Nc1ccc2c(c1)OCCO2	0	5	-9	-6	2	3	1	7	1	0.1
CC(c1cccs1)N(Cc1ccco1)C(=S)Nc1ccccc1Cl (stereo unspecified)	-3	-1	8	-10	-11	-2	-3	8	3	0.3
CCC(O)(CC)C(=O)NN(C(=O)Nc1csc2c1CCCC2)c1ccccc1	1	-5	-4	-5	-4	1	2	6	5	-0.6
O=C(NCCc1c[nH]c2ccccc12)C(=O)NCC1OCCCN1S(=O)(=O)c1ccc(F)cc1 (stereo unspecified)	-1	1	-1	1	7	3	-82	1	-7	0.4
COc1cc2c(cc1OC)C1=CC(=O)C(=O)N1C(C)(C)C2	-9	-95	-4	-118	0	1	-7	0	2	7.5
COc1cc(C(=S)N2CCOCC2)cc(OC)c1OC(=O)c1ccc(C)cc1	-3	7	-12	-3	-9	1	6	-6	8	0.5
CNCCCOc1ccc(C)cc1OC	-4	0	2	2	-5	-2	2	-3	9	-0.1
CCOc1ccc(-c2ccc(SCC(=O)Nc3nnc(CC)s3)nn2)cc1	-5	2	6	-8	0	6	-2	2	0	0.0
CCNC(=O)CSc1nc2cc(S(=O)(=O)Nc3ccc(OC)cc3)ccc2o1	-4	0	-4	-5	-1	-1	-8	3	8	0.2
COc1ccc(-n2c(SC)nnc2-c2c[nH]c3ccccc23)cc1	-2	1	2	3	2	1	-4	5	-8	-0.1
COc1ccc(/C=C/C(=O)Nc2ccc(OC)cc2[N+](=O)[O-])cc1	1	4	-5	3	-5	0	3	2	0	0.4
CN(Cc1ccccc1)C(=O)c1nc[nH]c1C(=O)N1CCN(C(=O)OC(C)(C)C)CC1	2	1	-7	10	-5	0	-14	-9	-9	-0.2
Cc1ccc(NC(=S)NCc2ccco2)c(C)c1	-3	0	9	-5	-10	0	2	10	-4	0.1
CC(=O)Nc1ccc(NC(=O)C2CCCN2C(=O)Nc2ccc(F)cc2)cc1 (stereo unspecified)	-1	0	2	-3	-9	1	-3	3	9	0.9
Nc1c(S(=O)(=O)c2ccccc2)c2nc3ccccc3nc2n1/N=C/c1cccc(O)c1	1	-11	-4	-13	7	-3	-5	0	17	0.2
NC(N)=S	1	2	1	3	3	-4	0	1	-16	0.9
COC1(OC)C(/C=C/c2ccc(C)cc2)C(C#N)(C#N)C1(OC)OC (stereo unspecified)	-4	-5	-1	-4	-5	21*	-1	2	-7	0.3
Cc1ccc(NC(=O)Cc2nnc(N)s2)cc1	0	1	5	-2	-2	2	-19	10	-16	0.6
C/C(CCc1ccco1)=N\NC(=O)CNc1cccc2ccccc12	-1	-81	-4	-93	8	-3	-9	2	12	33*
CC1=NN(C(=O)c2ccc(Cn3cc(Br)c([N+](=O)[O-])n3)o2)C(O)(C(F)(F)F)C1 (stereo unspecified)	4	1	-1	-1	3	2	-2	5	6	-0.2

Quoted from the listing.
`CCNC(=O)CSc1nc2cc(S(=O)(=O)Nc3ccc(OC)cc3)ccc2o1` – Tn7 DDE FP: 3
`O=C(Cn1cnc2c(nnn2-c2cccc(F)c2)c1=O)Nc1ccc2c(c1)OCCO2` – NR1D1 modulator: 0

(next part)
SMILES	NR1D1 modulator	PLC-gamma1 inh	Tn6 DDE FP	PLCb3 inh	ARFGAP1 inhibitor	UHRF1 binding	sPLA2-III inh	Tn7 DDE FP	ASAP1 GAP inh	KLK7 zymogen act
O=C1Oc2ccccc2C(=O)/C1=C/c1ccccc1O	4	-4	3	-4	-2	2	-7	-3	-21	-0.1
CCOC(=O)C1CCCN(C(=O)c2ccc3nc(-c4ccc(OC)c(OC)c4)c(-c4ccc(OC)c(OC)c4)nc3c2)C1 (stereo unspecified)	6	-232	3	-365	-4	0	-11	-4	5	10
C[C@@H]1CN([C@H](C)CO)C(=O)c2cc(NC(=O)Nc3ccc4c(c3)OCO4)ccc2O[C@H]1CN(C)Cc1ccncc1	-3	-4	-9	-3	-8	5	-3	5	-10	-0.3
O=C(Cc1ccc([N+](=O)[O-])cc1)N1CCN=C1SCc1ccccc1	2	1	-9	2	-4	-2	-21	-3	0	0.5
COc1ccc2nc(NC(=O)CN3CCOCC3)sc2c1	4	0	-7	3	14	5	15	3	17	0.4
N#Cc1cc(O)c(-n2nnc3ccccc32)cc1C#N	-2	-169	3	-217	13	-2	-1	-6	5	1.6
O=C(CCCCCn1c(=S)[nH]c2cc3c(cc2c1=O)OCO3)N1CCN(C(=O)c2ccco2)CC1	-1	-1	-5	2	2	1	3	8	12	-0.5
Cn1cnnc1SCC(=O)n1c2ccccc2c2ccccc21	13	14*	5	8	-2	3	-11	-3	15	-0.1
C(=N\Nc1nc2ccccc2[nH]1)/c1c[nH]c2ccccc12	2	-10	-14	-12	16	-10	-17	-7	4	-1.6
CCn1c(CCl)nc2cc(S(=O)(=O)N3CCOCC3)ccc21	-3	-2	2	0	-1	1	1	-2	-5	-0.2
CCc1ccc(C(=O)CN2C(=O)C(C)N(c3ccc(C)cc3)C2=O)cc1 (stereo unspecified)	8	5	-5	0	8	2	0	-3	8	-0.5
Cc1ccc(S(=O)(=O)CCC(=O)OCC(=O)N(C)Cc2ccccc2)cc1	-1	0	6	-8	7	5	5	3	2	-0.5
COc1cc2c(cc1NC(=O)CSc1nnnn1-c1ccccc1)oc1ccccc12	7	1	7	4	-5	-1	8	2	-5	-0.3
CN(CC(=O)Nc1ccc(Cl)c(C(F)(F)F)c1)C(=O)C1CC(=O)N(c2ccc3c(c2)OCCO3)C1 (stereo unspecified)	-4	-3	-1	3	7	-2	-26	-1	-2	0.2
CCOc1ccc(CCNC(=O)Cn2nc(C)c3c(C)n(-c4ccccc4)nc3c2=O)cc1OCC	1	4	-1	-2	-2	1	5	-6	-1	0.1
CC(C)N1CSC(=S)N(Cc2ccccc2)C1	3	2	-2	-1	5	3	0	-4	4	0.6
CC(C)[C@H](NC(=O)[C@@H]1Cc2c([nH]c3ccccc23)C2c3ccccc3C(=O)N21)C(=O)N1CCC[C@@H]1C(=O)O (stereo partly specified)	-6	-45	10	-57	-8	-1	-4	2	3	1.5
C=CC[n+]1c(-c2ccccc2)csc1NC(C)(C)C	-2	-2	4	1	5	5	19*	-1	9	-0.5
Cc1c(C)n(Cc2ccccc2)c2ncnc(Cl)c12	1	-7	-1	-7	19	10	0	6	9	0.3
Cc1cc(C)nc(SCC(=O)Nc2ccc(Br)cn2)n1	2	0	-4	-5	12	-2	1	4	-5	0.0
CCC1CN(C(=O)N2CCC(C(=O)Nc3ccccc3OC)CC2)c2ccccc2O1 (stereo unspecified)	5	5	5	-7	-3	2	-7	4	4	0.3
COc1ccc(-c2ccc(CCC(=O)O)o2)cc1	1	-14	0	-28	2	0	1	0	12	-1.0
Cc1[nH]c2ccc(C(=O)NCCCN3CCN(C)CC3)cc2c1C	-2	-8	4	-29	4	6	3	-5	-7	-0.9
O=S(=O)(c1ccc(F)c2ccccc12)N1CCCCC1	2	2	0	-2	-1	0	-5	-4	-13	0.1
CCOC(=O)CN1C(c2ccc(O)cc2)Nc2ccc(Br)cc2C1c1ccccc1 (stereo unspecified)	6	1	0	1	3	3	3	-8	21	0.2
CN1CCN(C(=O)/C(=C/c2cn(S(=O)(=O)N(C)C)c3ccccc23)NC(=O)c2ccccc2Cl)CC1	-2	6	2	-7	-7	-2	1	-1	-4	0.4
O=C(Cn1nnc2ccccc21)NNC(=O)c1ccccc1	4	4	-6	7	4	2	7	12	0	-0.2
COc1ccc(C)cc1NC(=O)NCc1ccc(F)cc1	2	0	8	6	-11	-2	-5	0	-7	-0.1
CCCCCc1nnc(NC(=O)c2ccc(=O)n(C)n2)s1	1	-1	-10	-1	10	0	5	-1	0	0.2
COc1cc2nc(Cl)nc(N3CCOCC3)c2cc1OC	-7	-7	-2	-9	9	6	4	-4	-2	0.3
Cc1ccc(C)c(S(=O)(=O)N2CCCC2CNC(=O)C(=O)NCCc2ccccc2)c1 (stereo unspecified)	-6	1	5	-2	-6	-1	-12	2	9	1.0
Cc1nn(C)cc1/C=C(/C#N)C(N)=O	-6	-2	-4	1	0	-7	0	7	-1	0.2
